DRD3 antagonist: blocks the human D3 dopamine receptor | P35462 | D3R cells, DiscoveRx beta-arrestin luminescence, antagonist mode; stronger effect = lower value | max response, negative = inhibition, % | 360,000 compounds, 2.5% hits | AID 652054; in the data active = max response below about -50%; inconclusive = no clear call, values can overlap the other calls; note: % is set by controls: 0 for no effect and ±100 for the full control effect; mostly tested at two doses, the higher about 12 µM
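Cells expressing the human receptor were seeded at 1500 cells/well, incubated overnight at 37 degrees C in 5% CO2, then exposed to library compounds with dopamine controls for 90 minutes at 37 degrees C before luminescent detection.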
EPAC2 antag: blocks human EPAC2 exchange factor. Q8WZA2. EPAC2 GEF exchange of Rap1B-BODIPY-GDP, fluorescence. Potency, µM (top dose mostly 114 µM), for inactives: at the highest dose activity, negative = inhibition, usual class: inhibitors. 360,000 compounds, 0.18% hits. AID 720708; note: potency is the fitted concentration of half-maximal effect; % is set by controls: 0 for no effect and ±100 for the full control effect; nearly all actives have a fitted effect of over 45% in size; many of its hits are not listed in these tables
Target sequence (Q8WZA2 whole entry, looked up): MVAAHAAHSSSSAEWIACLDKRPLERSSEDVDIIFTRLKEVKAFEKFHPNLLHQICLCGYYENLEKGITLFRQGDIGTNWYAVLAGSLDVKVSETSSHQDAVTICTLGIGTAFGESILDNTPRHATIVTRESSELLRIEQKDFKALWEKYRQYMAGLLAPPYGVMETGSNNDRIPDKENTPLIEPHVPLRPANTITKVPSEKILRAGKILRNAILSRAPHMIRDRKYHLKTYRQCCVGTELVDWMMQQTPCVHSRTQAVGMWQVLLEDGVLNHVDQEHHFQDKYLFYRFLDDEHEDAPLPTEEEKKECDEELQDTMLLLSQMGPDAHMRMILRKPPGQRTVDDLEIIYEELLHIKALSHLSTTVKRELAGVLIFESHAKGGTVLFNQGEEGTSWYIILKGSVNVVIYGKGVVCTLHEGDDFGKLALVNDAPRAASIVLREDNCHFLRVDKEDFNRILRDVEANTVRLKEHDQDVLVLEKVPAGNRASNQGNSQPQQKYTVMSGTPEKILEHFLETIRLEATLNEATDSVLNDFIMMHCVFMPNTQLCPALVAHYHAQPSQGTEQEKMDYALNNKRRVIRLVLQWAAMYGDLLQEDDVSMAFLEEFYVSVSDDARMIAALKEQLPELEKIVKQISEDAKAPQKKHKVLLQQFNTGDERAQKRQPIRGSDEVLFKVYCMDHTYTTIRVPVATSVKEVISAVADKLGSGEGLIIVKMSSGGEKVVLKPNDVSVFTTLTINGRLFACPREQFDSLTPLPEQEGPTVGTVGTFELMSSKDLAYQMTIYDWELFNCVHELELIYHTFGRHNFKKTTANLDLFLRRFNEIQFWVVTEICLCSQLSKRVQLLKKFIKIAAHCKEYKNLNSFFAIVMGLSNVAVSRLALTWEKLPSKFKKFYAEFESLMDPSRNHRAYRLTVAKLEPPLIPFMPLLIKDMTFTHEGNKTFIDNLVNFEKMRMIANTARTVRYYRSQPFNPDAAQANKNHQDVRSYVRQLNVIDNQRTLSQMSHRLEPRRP
DRD3 agonist: activates the human D3 dopamine receptor. max activation, %. D3R DiscoveRx beta-arrestin cells, luminescence, 90 min. 410,000 compounds, 0.58% hits; in the data active = max activation above about 30%; note: 0% is about no effect; mostly tested at two doses, the higher about 12 µM
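Agonist mode: compounds and dopamine controls were applied to plated cells for 90 min at 37 degrees C after an overnight attachment at 1500 cells/well. Luminescent read-out followed 30 - 60 minutes at room temperature with DiscoveRx detection reagent.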
aSyn yeast inh: alpha-synuclein toxicity inhibition in yeast; 370,000 compounds, 0.14% hits; Yeast expressing alpha-synuclein, growth rescue, BacTiter-Glo, 24 h; AID 652106; Potency, µM (series often up to 46.1 µM), for inactives: at the top dose growth rescue (activation), hits mostly activators; note: potency is the fitted concentration of half-maximal effect; % of control where 0% means no effect; nearly all actives have a fitted effect of over 65% in size
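Readout is rescue of growth in alpha-synuclein-expressing yeast, so inhibitors of toxicity appear as activators. Growth after 24 hr at 30 deg C in galactose medium is quantified by luminescence.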
Abeta yeast res: restores growth of yeast expressing A-beta42 peptide. Potency, µM (titrated, usually from 46.1 µM), without a hit: at the top dose growth rescue, hits mostly activators. AID 1347071. yeast expressing A-beta42, growth rescue, OD600, 48 h; response scale: 0% DMSO, 100% iron-clioquinol control. 410,000 compounds, 0.063% hits; note: potency is the fitted concentration of half-maximal effect; nearly all actives have a fitted effect of over 55% in size
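Yeast growth medium received pinned compounds, then yeast cells expressing toxic A-beta were added; plates incubated at 30 C for 48 hr. Growth read as absorbance at 600 nm, normalized to DMSO and equimolar FeCl3 plus clioquinol controls.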
TDP43 rescue: inhibitors of TDP-43 toxicity in yeast; Potency, µM (titrated, usually from 46.1 µM), without a hit: at the top dose growth rescue (activation), hits mostly activators; TDP-43 expressing yeast growth rescue, BacTiter-Glo, 24 h; 410,000 compounds, 1.8% hits; note: potency is the fitted concentration of half-maximal effect; % of control where 0% means no effect; nearly all actives have a fitted effect of over 50% in size
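Yeast cells expressing TDP-43 under galactose induction are exposed to compounds for 24 hr at 30 deg C. BacTiter-Glo luminescence measures growth, so protective compounds score as activators.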
EPAC2 ag: agonists of human EPAC2 (RAPGEF4). Potency, µM (doses to about 154 µM), without a hit: top-dose activation, usual class: activators. Q8WZA2. AID 720711. 360,000 compounds, 0.079% hits. EPAC2 activation, biochemical qHTS; response scale: 100% = 6.5 mM cAMP response; note: potency is the fitted concentration of half-maximal effect; nearly all actives have a fitted effect of over 50% in size
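In this primary screen, activation is scored as increased exchange of BODIPY-GDP from Rap1B by 100 nM EPAC2, with 50 uM GDP as competitor. Signal is normalized to the 6.5 mM cAMP agonist control.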
FUS suppressor: rescues growth of FUS-expressing yeast; AID 1347120; S. cerevisiae FUS-expressing, growth rescue, OD600, 24 h; 390,000 compounds, 0.24% hits; Potency, µM (top dose mostly 76.6 µM), for inactives: at the highest dose growth rescue (activation), hits mostly activators;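 note: potency is the fitted concentration of half-maximal effect; plate controls were DMSO vehicle for no effect and reference control for full effect; nearly all actives have a fitted effect of over 55% in size; some results filed as inactive show a strong effect at the top dose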
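Quantitative HTS measuring growth restoration of FUS-toxic yeast. Galactose-induced cells (OD 0.005) were exposed 24hr at 30C to compounds at several concentrations, then absorbance at 600 nm was recorded.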
Numbers without * were called inactive; ? = inconclusive; . = not tested or not shown; [ ] = another dose, or the depositor's remark. Unless noted, calls come from the whole dose curve; as a rule, active = well fitted curve in the direction sought with a large enough effect; inconclusive = small, poorly fitted or top-dose-only effect, or another doubt; inactive = no such curve, though single readings can be large; an effect the other way counts as inactive or inconclusive. The list is partial; count on the stated rates, not on these rows.

compound,DRD3 antagonist,EPAC2 antag,DRD3 agonist,aSyn yeast inh,Abeta yeast res,TDP43 rescue,EPAC2 ag,FUS suppressor
NC(Cc1cnc[nH]1)c1csc(Nc2ccc(C(F)(F)F)cn2)n1 (stereo unspecified),4,0%,26,-3%,-27%,-15%,4%,-8%
CCOc1ccc(NC(=O)CSc2nnnn2C2CC2)cc1S(=O)(=O)N1CCCC1,10,0%,-2,2%,0%,22%,-2%,11%
COC(=O)C(C(=O)OC)c1cc2c(cc1CNS(=O)(=O)c1ccc(C)cc1)OCO2,1,-4%,3,3%,-3%,-4%,11%,13%
COc1ccc(CNC(=O)COC(=O)C2CC2C)cc1OC (stereo unspecified),22,10%,4,-2%,-3%,1%,3%,4%
CC(=O)Nc1ccc(/C=C/c2ccc3c([N+](=O)[O-])cccc3n2)cc1,0,1%,4,-3%,-15%,20%[9.22 µM],8%,20%
COc1c(-c2ccc([N+](=O)[O-])cc2[N+](=O)[O-])c(=O)n(C)c(=O)n1C,?,4%,-12,-9%,-15%,-17%,9%,-40%
COCc1cc(CN2CCN(C)CC2)c(O)c2ncccc12,-11,5%[57.1 µM],6,-1%,-25%,-4%,4%,13%
Nc1nnc(CC(=O)N/N=C/c2ccc(-c3cccc(C(=O)O)c3)o2)s1,-17,2%,-5,0%,2%,-18%,-6%,?
CC(=O)OC1(C(C)=O)CCC2C3CC(Cl)C4=CC(=O)CCC4(C)C3CCC21C (stereo unspecified),9,-2%,1,-1%,-10%,-8%,11%,15%
CC(C)COn1c(=S)[nH]c2ccccc2c1=O,-13,2%,-23,-6%,7%,15%,-3%,10%
COC(=O)Cc1c(C)c2cc3c(c(C)c2oc1=O)OCN(CCc1ccc(OC)cc1)C3,.,.,-1,.,-7%,4%,.,-9%
CCN(CC)S(=O)(=O)c1cccc(C(=O)Nc2nc3cc4c(cc3s2)OCCO4)c1,12,-7%,1,-9%,3%,-16%,15%,40%
CCN(C[C@H]1N[C@@](Cc2ccccc2)(C(=O)OC)[C@H]2C(=O)N(Cc3ccccc3)C(=O)[C@@H]12)S(=O)(=O)c1ccc(OC)cc1,66,1%,3,5%,3%,18%,7%,23%
O=C(C/C=N/OCc1ccc(Cl)cc1Cl)c1ccc(Cl)cc1,-2,-4%[57.1 µM],1,9%,19%,?,3%,21%
CCOC(=O)C1=C(C)Nc2ncnn2C1c1c[nH]c2ccccc12 (stereo unspecified),4,3%,6,1%,8%,-7%,0%,8%
O=C(O)CC1(CC(=O)NCc2cccc(Cl)c2)CCCCC1,-4,-8%,25,-3%,7%,-13%,6%,7%
COc1ccc(C(=O)NNC(=O)C23CC4CC(CC(C4)C2)C3)cc1OC,11,1%,2,-5%,2%,17%,10%,-4%
CS(=O)(=O)N1CCc2cc(NC(=O)c3ccc(Cl)cc3Cl)ccc21,-19,-8%,9,0%,30%,17%,8%,16%
COc1ccc(C2c3c(ccc4ccccc34)Oc3ncn4nc(Cc5ccccc5)nc4c32)cc1OC (stereo unspecified),10,7%,-3,6%,-3%,-9%,-3%,1%
CCn1cc(C2=NCCO2)c2ccccc21,13,-14%,4,?,6%,14%,3%,-27%
CCOCCCn1c(=S)[nH]c2cc(C(=O)N3CCN(C)CC3)ccc2c1=O,-26,0%[57.1 µM],-9,0%,-8%,-13%,-3%,15%
CCN(CC)CCN1C(=O)C2C(C(=O)Nc3ccc(Br)cc3)C3C=CC2(O3)C1C(=O)NC1CCCCC1 (stereo unspecified),10,2%,-1,-2%,7%,-13%,9%,12%
O=C(NCCc1ccccc1)C1CCN(C(=O)c2ccc([N+](=O)[O-])cc2)CC1,10,4%,3,2%,1%,4%,4%,-11%
O=C(CCN1CCCCC1)NCNC(=O)CCN1CCCCC1,21,-1%,-5,-1%,6%,3%,3%,6%
CSCCOC(=O)C1=C(C)Nc2ccc(C)cc2S1,?,-9%,-10,9%,-18%,1%,16%,42%
COc1ccc(N=C2NC(=O)/C(=C/C=C/c3ccccc3)S2)cc1,6,-4%,3,0%,-1%,-1%,5%,6%
COc1ccccc1-c1sc2ccccc2c1-c1ccc(C(C)=O)cc1,0,-12%,-19,-17%,-22%,-19%,12%,6%
CCCCN(C)C(=O)Cn1cnc2sc(C)c(S(=O)(=O)N3CCC(C)CC3)c2c1=O,.,.,-7,.,-16%,2%,.,12%
O=C(COC(=O)C1CC2C=CC1C2)Nc1ccccc1F (stereo unspecified),10,-8%,2,2%,-13%,15%,-7%,-15%
O=C(N/N=C/c1ccc(Cl)cc1)C1CC12CCC2 (stereo unspecified),12,1%,-3,2%,-16%,11%,0%,5%

No new results follow: entries from further up.
compound,DRD3 antagonist,EPAC2 antag,DRD3 agonist,aSyn yeast inh,Abeta yeast res,TDP43 rescue,EPAC2 ag,FUS suppressor
COc1ccccc1-c1sc2ccccc2c1-c1ccc(C(C)=O)cc1,0,-12%,-19,-17%,-22%,-19%,12%,6%
CCCCN(C)C(=O)Cn1cnc2sc(C)c(S(=O)(=O)N3CCC(C)CC3)c2c1=O,.,.,-7,.,-16%,2%,.,12%
O=C(COC(=O)C1CC2C=CC1C2)Nc1ccccc1F (stereo unspecified),10,-8%,2,2%,-13%,15%,-7%,-15%
O=C(N/N=C/c1ccc(Cl)cc1)C1CC12CCC2 (stereo unspecified),12,1%,-3,2%,-16%,11%,0%,5%

The results go on:
compound,DRD3 antagonist,EPAC2 antag,DRD3 agonist,aSyn yeast inh,Abeta yeast res,TDP43 rescue,EPAC2 ag,FUS suppressor
Cc1cc(S(=O)(=O)Nc2ccccc2C)ccc1F,18,?,-1,13%,-27%,23%,5%,-17%
CCN(C(=O)c1c([N+](=O)[O-])cnn1C)c1ccccc1,-21,4%,-2,-4%,4%,3%,11%,-41%
O=C(NCc1ccc(Cl)nc1)c1ccc2nc([C@@H]3O[C@H](CO)[C@H](O)[C@H](O)[C@H]3O)[nH]c2c1,-12,4%,-1,-2%,-9%,26%,12%,-15%
Cc1ccccc1NC(=O)c1sc(Cl)nc1C,4,9%,-15,0%,5%,?,2%,-10%
O=c1cnnc(Nc2ccc(Nc3ccccc3)cc2)[nH]1,3,3%,2,-3%,-15%,4%[9.22 µM],17%,37%
O=C(O)c1cc(NS(=O)(=O)c2ccc(NC3CCCCC3)c([N+](=O)[O-])c2)cc(C(=O)O)c1,-26,2%,5,0%,-16%,-25%,5%,4%
O=C(CCn1c(=O)oc2ccccc21)Nc1ccc(N2CCOCC2)cc1,-7,2%,4,3%,2%,0%,14%,11%
Cc1ccc2[nH]c(=O)cc(C(=O)OCC(=O)c3ccccc3)c2c1,-6,3%,7,-6%,-2%,6%,-2%,?
COc1cc(C(=O)Nc2ccc3c(c2)C(=O)c2ccccc2C3=O)cc(OC)c1OC,8,17%,-1,2%,-4%,-5%,-4%,7%
Nc1cc(=O)[nH]c(SCC(=O)Nc2ccccc2Sc2ccc(Cl)cc2)n1,8,-6%,2,-7%,-19%,19%,5%,16%
COc1ccc(NC(=S)N2CCN(S(C)(=O)=O)CC2)cc1,1,3%,0,-1%,3%,1%,3%,17%
COc1cc(CC(=O)OC2CCOC2=O)cc(OC)c1OC (stereo unspecified),14,24%,0,4%,-4%,3%,5%,-14%
N#C/C(=C\c1ccccc1[N+](=O)[O-])c1nc(C2CC2)cs1,?,-4%,-14,1%,-32%[inhibitor],14µM*,-12%,.
O=C(OCC(=O)N1CCc2ccccc21)c1n[nH]c(=O)c2ccccc12,-3,4%,-16,-1%[1.84 µM],-8%,-4%,-2%,20%
COc1ccccc1CNC(=O)COC(=O)c1ccc(Cl)nc1,7,0%,6,1%,6%,17%,-1%,.
O=C(CN1C(=O)CCS(=O)(=O)c2ccccc21)Nc1cccc(Cl)c1,-17,-1%,-7,2%,0%,5%,1%,12%
Nc1cc(C(=O)OCC(=O)NNC(=O)c2cccs2)ccc1Cl,-14,-2%,-6,-19%,6%,-2%,1%,11%
COc1ccc(CCNS(=O)(=O)c2cccs2)cc1,-20,1%,2,7%,-2%,?,-9%,9%
CCc1ccc(N2CC(C(=O)N/N=C/c3ccccc3)CC2=O)cc1 (stereo unspecified),3,-4%,-2,1%,-11%,20%,1%,-13%
CN(C(=O)C12CC3CC(CC(C3)C1)C2)C1CCS(=O)(=O)C1 (stereo unspecified),1,-2%,-4,0%,4%,-5%,-9%,7%
COCC(=O)N(CCc1ccccc1)Cc1cc2cc(C)ccc2nc1Cl,6,-9%,11,5%,8%,28%,6%,27%
Cc1ccc(N(CC(O)CN2CCCCC2)S(=O)(=O)c2ccccc2[N+](=O)[O-])cc1 (stereo unspecified),-51*,4%,-17,-4%,-16%,-18%[9.22 µM],17%,12%

Structures from the list above containing an aryl thioether with sulfur outside any ring, in the order listed:
compound,DRD3 antagonist,EPAC2 antag,DRD3 agonist,aSyn yeast inh,Abeta yeast res,TDP43 rescue,EPAC2 ag,FUS suppressor
CCOc1ccc(NC(=O)CSc2nnnn2C2CC2)cc1S(=O)(=O)N1CCCC1,10,0%,-2,2%,0%,22%,-2%,11%
Nc1cc(=O)[nH]c(SCC(=O)Nc2ccccc2Sc2ccc(Cl)cc2)n1,8,-6%,2,-7%,-19%,19%,5%,16%

Record cards (already shown). Screens in order: DRD3 antagonist | EPAC2 antag | DRD3 agonist | aSyn yeast inh | Abeta yeast res | TDP43 rescue | EPAC2 ag | FUS suppressor
Record of Nc1cc(C(=O)OCC(=O)NNC(=O)c2cccs2)ccc1Cl : -14 | -2% | -6 | -19% | 6% | -2% | 1% | 11%
Record of Cc1ccc(N(CC(O)CN2CCCCC2)S(=O)(=O)c2ccccc2[N+](=O)[O-])cc1 (stereo unspecified) : -51* | 4% | -17 | -4% | -16% | -18%[9.22 µM] | 17% | 12%

Screening results (PubChem BioAssay)
